AID2073: inhibitors of Mint1-CaV2.2 protein interaction, biochemical, HTRF (AID 2073). HTRF protein-protein interaction, Mint1-CaV2.2; higher % means a stronger effect. inhibition, % at 20 µM; hits with a dose series show IC50 in µM. 290,000 compounds, 0.19% hits; in the data active = inhibition mostly above about 51%, no sharp cut-off; inconclusive = no clear call, values can overlap the other calls; inactive = mostly below about 53%; also: some results filed as inactive read as strong as hits
Hep lipid drop: inhibitors of hepatocyte lipid droplet formation, primary screen, imaging, high-throughput imaging, BODIPY stain; AML12 mouse hepatocytes, oleate lipid droplets; inhibition, % at 6.5 µM; 240,000 compounds, 0.4% hits;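 active = lipid droplet intensity inhibited by at least 50%, with more than 500 cells counted; inconclusive = wells with under 300 cells, treated as cytotoxic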
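Assay system: AML12 hepatocytes (mouse); Probe or stimulus: oleic acid at 100 µM to induce lipid droplet formation; Dosing: compound at 6.5 µM only; Schedule: compound with oleate, overnight; Detection: fluorescence imaging, 20x objective, two fields per well; Measure: % inhibition of lipid droplet signal.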
Siah-1 displacement: Siah-1 peptide-binding antagonists, primary screen, biochemical, fluorescence polarization, rhodamine-plectin, uHTS (AID 1817); E3 ubiquitin-protein ligase SIAH1 (Homo sapiens); Siah-1 / rhodamine-plectin peptide fluorescence polarization; higher % means a stronger effect; displacement, % at 20 µM, or IC50 in µM where a hit was titrated; 290,000 compounds, 0.02% hits;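 active = displacement of at least 50% at 20 µM, with a fluorescence ratio check between 0.3 and a set limit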;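 also: plate controls were Siah plus tracer with DMSO for no effect and tracer alone without Siah for full effect; strong numbers were not always called active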
Dengue-2 NS5 capping: Dengue-2 NS5 methyltransferase inhibitors, primary screen, biochemical, confirmation dose response (AID 588689); Genome polyprotein (Dengue virus type 2 (strain 16681-PDK53)); Dengue-2 NS5 methyltransferase capping enzyme assay, biochemical; higher % means a stronger effect; inhibition, % at 25 µM, or IC50 in µM where a hit was titrated; 340,000 compounds, 0.3% hits; in the data active = a potency from the dose series; inconclusive = inhibition above about 29% without an active follow-up result
LYP inhibition: inhibitors of LYP phosphatase, biochemical, fluorescence intensity, uHTS (AID 1779) | recombinant LYP phosphatase, fluorescence intensity; higher % means a stronger effect | Tyrosine-protein phosphatase non-receptor type 22 (Homo sapiens) | inhibition, % at 11.5 µM, or IC50 in µM where a hit was titrated | 290,000 compounds, 0.054% hits;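 also: plate controls were vehicle with enzyme for no effect and no enzyme for full effect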
HEK293 NOD2/NF-kB: NOD2 signaling inhibitors, cell-based, luminescence, uHTS, HEK293 (AID 1566); one-dose inhibition, % at 4 µM; EC50 in µM for titrated hits; HEK293 NOD2/NF-kB luciferase reporter, luminescence; higher % means a stronger effect; 290,000 compounds, 0.63% hits; also: many of its hits are not listed in these tables
Myeloid diff 2: induction of myeloid progenitor differentiation, primary screen, cell-based, flow cytometry, MLPCN library; calls only at 10 µM; AID 624256, 2012; ER-HoxA9 myeloid progenitors, lysozyme-GFP differentiation; 360,000 compounds, 1% hits;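 active = normalized GFP-positive differentiation at or above the plate's own cutoff, the solvent-only control mean plus 3 SD; inconclusive = no clear call, values can overlap the other calls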;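 also: cells exposed to compound for four days before flow analysis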
HIV fusion peptide: inhibitors of HIV fusion peptide binding, primary screen, biochemical, uHTS, fluorescence dequenching (AID 1986). cell-free peptide binding, fluorescence dequenching, 30 min; higher % means a stronger effect. inhibition, % at 20 µM, or IC50 in µM where a hit was titrated. 290,000 compounds, 0.3% hits; in the data active = inhibition mostly above about 52%, no sharp cut-off; inactive = mostly below about 76%; also: some results filed as inactive read as strong as hits
XIAP antagonists: XIAP antagonists, biochemical, IAP family, fluorescence polarization (AID 1018); 200,000 compounds, 0.007% hits; XIAP BIR domain, fluorescence polarization peptide displacement; higher % means a stronger effect; E3 ubiquitin-protein ligase XIAP (Homo sapiens); one-dose displacement, % at 20 µM; IC50 in µM for titrated hits; in the data active = displacement above about 50%; also: a part of the inactive calls stands beside numbers as strong as those of hits
Hep lipid drop cells 6.5 µM: recorded beside Hep lipid drop, whose call it bears; cell count; measured here: cell count, cytotoxicity flag;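 cells counted across two imaged fields per well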
Dengue-2 NS5 capping pilot replicate: further read-out of Dengue-2 NS5 capping, marked with its call; inhibition, %; measured here: pilot screen replicate inhibition
Myeloid diff 2 GFP+ MAC1+ %: recorded beside Myeloid diff 2, whose call it bears; GFP+ MAC1+ double positive, %; measured here: differentiation confirmed by MAC1 staining
* hit, by the source's call; i = inactive; ? = inconclusive; / = not tested or not shown; + = active, no number. Rule as the data show it, unless noted: active = inhibition above about 50%; inactive = the rest. This is a subset; count on the stated rates, not on these rows.

SMILES	AID2073	Hep lipid drop	Hep lipid drop cells 6.5 µM	Siah-1 displacement	Dengue-2 NS5 capping	LYP inhibition	HEK293 NOD2/NF-kB	Myeloid diff 2	Myeloid diff 2 GFP+ MAC1+ %	HIV fusion peptide	XIAP antagonists	others
CCOc1ccccc1C(=O)NC(C(=O)NCc1ccccc1OC)C(C)C (centres undefined)	38%	-30	724	7%	-10%	-2%	2%	i	0.5	5.4%	-4.4%
CCOC(=O)c1ccc(OCc2nc(-c3cccs3)no2)cc1	6%	6	809	0%	-1%	-6%	10%	i	0.7	-2.2%	-1.9%
N=C1S/C(=C\c2ccc(-c3ccccc3C(=O)O)o2)C(=O)N1c1ccc2c(c1)OCO2	18%	23	718	36%	-6%	2%	15%	i	0.3	47%	1.3%
Cc1cc(-c2nnc(CCC(=O)N(C)Cc3ccsc3)o2)no1	0%	6	697	-2%	-15%	-2%	-4%	i	0.5	-0.2%	-5.1%
CC(C)(C)C(=O)NC(=S)Nc1ccccc1C(=O)NC1CCCCC1	-15%	-19	737	0%	-11%	-4%	6%	i	0.5	2.1%	-0.4%
CC(C(=O)Nc1ccc(F)c(F)c1F)N(C)CC(=O)Nc1ccccc1Br (centres undefined)	-6%	-19	719	4%	-5%	-5%	5%	i	0.3	-1.7%	-3.1%
O=c1[nH]cc(O)c(=O)[nH]1	3%	-13	686	2%	-3%	-5%	1%	i	0.7	0.5%	/
CCN(CC)C(=O)COc1ccc(/C(C)=N/Nc2ncc(Cl)cc2Cl)cc1	27%	-4	726	0%	-12%	5%	0%	i	0.3	0.1%	/
CN(C)c1nc(N/N=C/c2c[nH]c3ccccc23)nc(N2CCOCC2)n1	-3%	131*	686*	1%	-2%	2%	15%	i	1.4	-2.3%	-3.5%
NC(=O)c1nsc(C(=O)N(Cc2ccc(F)cc2)C(C(=O)NCC2CCCO2)c2ccc(F)cc2)c1N (centres undefined)	2%	-6	754	2%	-3%	4%	6%	i	6.8	1.9%	/
Cc1nnc(CN(C)C(=O)c2cc(COc3ccc(F)cc3Cl)on2)o1	10%	-13	727	30%	5%	-6%	-22%	i	0.4	-0.4%	/
COc1cc(CN2CCC(C)CC2)ccc1OCc1ccccc1	6%	-3	805	3%	3%	-10%	-4%	i	0.4	-0.6%	/
CC(=O)Nc1ccc(S(=O)(=O)N(Cc2ccco2)CC2CCCO2)cc1 (centres undefined)	-2%	-2	773	0%	6%	-6%	9%	i	0.9	2.6%	-0.4%
O=C(CSc1nc2ccccc2c(=O)n1CC1CCCO1)Nc1ccccc1 (centres undefined)	13%	5	767	-1%	-5%	-7%	-11%	i	4.9	-1.6%	/
O=C(CCc1ccccc1)Nc1ccnn1C1CCN(C/C=C/c2ccccc2)CC1	6%	-6	710	2%	-12%	-14%	2%	i	2.1	0.2%	/
CCN(CC(=O)Nc1cccc(S(N)(=O)=O)c1)Cc1nc2ccccc2c(=O)[nH]1	8%	-1	738	-4%	-13%	-7%	9%	i	0.1	-1.9%	/
C=C(C)CN(CC)C(=O)CSc1nc(O)cc(=O)n1C1CCCC1	-2%	6	697	6%	-15%	6%	26%	i	0.2	-0.1%	-4.2%
CCn1c(SCC(=O)C(C)(C)C)nnc1-c1ccccn1	-3%	-1	736	3%	-3%	-3%	10%	i	0.9	-1.2%	-0.5%
CCC(c1nnnn1C1CCCC1)N1CCN(c2ccccc2)CC1 (centres undefined)	-5%	-4	688	4%	-3%	0%	-7%	i	0.0	1.4%	-16%
CC(=O)c1cc2c(=O)c3cc(C)ccc3oc2nc1C	2%	22	690	2%	5%	-4%	-37%	i	0.3	2.4%	0.0%
CCNC(=S)N(CCCN(CC)CC)Cc1cc2cc3c(cc2[nH]c1=O)OCO3	-2%	-11	787	11%	-10%	-10%	20%	i	0.5	0.9%	/
CCc1ccc(C(=O)NC(CC(C)C)C(=O)O)cc1 (centres undefined)	11%	3	750	3%	-7%	-2%	-6%	i	0.2	1.0%	-3.0%
CCOC(=O)COc1ccc2c(C)cc(=O)oc2c1C(=O)c1ccccc1	7%	-35	586	-2%	-2%	-13%	9%	i	0.2	2.3%	0.5%
COc1ccc(-c2nn(-c3ccccc3)cc2/C=C(\C#N)S(=O)(=O)c2ccccc2)cc1OC	?	-4	669	-3%	-5%	5%	-1%	i	0.2	16%	-80%
O=C(COC(=O)c1ccccc1S(=O)(=O)N1CCCCC1)NCC(F)(F)F	-14%	-8	738	1%	3%	1%	5%	i	1.1	-0.2%	-6.9%
CN(N)C(=S)Nc1ccc(F)cc1	-3%	2	685	-1%	3%	8%	1%	i	0.9	0.8%	-3.5%
COc1cc(C(=O)O)ccc1OCc1c(C)noc1C	-10%	21	814	0%	-8%	-7%	2%	i	1.1	-1.6%	-5.3%	Dengue-2 NS5 capping pilot replicate=-8.8
CC(C)(C)NC(=O)CN(C(=O)C1CSC(=O)C1)c1ccccc1F (centres undefined)	8%	1	713	5%	-7%	-5%	-5%	i	0.8	3.8%	-6.6%
O=C(NCC1CCCO1)C(c1ccc(F)cc1)N(CCCN1CCOCC1)C(=O)c1ccc(-c2ccccc2)[nH]1 (centres undefined)	2%	5	723	-1%	/	-1%	11%	/	/	-0.7%	-1.3%
c1ccc(Nc2ncnc3c2oc2ccccc23)cc1	-5%	6	762	3%	3%	-2%	-65%	i	0.5	-1.9%	-6.2%
COc1ccc(-c2[nH]ncc2CN2CCN(C(=O)c3cccs3)CC2)c(F)c1	-9%	-2	692	-1%	-1%	-7%	11%	+	23*	1.6%	/
Cc1ccc(SCc2c(C(=O)N/N=C/c3ccncc3)nnn2-c2nonc2N)cc1	-2%	0	748	18%	2%	-3%	34%	i	9.1	1.1%	/
O=S(=O)(NCCn1ccc2ccccc21)c1ccccc1	6%	-28	568	-2%	2%	2%	16%	i	1.5	-1.7%	-4.7%
O=C(O)CC(NC(=O)Cc1ccc(Cl)cc1)c1ccco1 (centres undefined)	-14%	6	646	-3%	/	-8%	14%	/	/	-2.2%	-3.6%
O=C(CSc1nnc(NC(=O)c2ccc(F)cc2)s1)NC1CC1	8%	10	805	-3%	0%	-4%	-38%	i	1.9	0.6%	/
CSc1ccc(-c2nc3cnccn3c2Nc2ccc3c(c2)OCO3)cc1	-6%	-2	755	1%	6%	6%	-24%	i	0.4	3.5%	-4.7%
CC1(C)C2CCC1(C)C(NC1=NCCC1)C2 (centres undefined)	-7%	0	764	1%	4%	-10%	-9%	i	0.2	3.0%	-6.1%
Cc1cc2cc(CNC(=O)Nc3ccccc3)ccc2[nH]1	?	7	728	2%	?	-1%	-27%	i	1.0	-0.5%	-4.5%
O=C(Nc1nnc(C2CC2)s1)c1cc(-c2ccccc2)nn1-c1ccccc1	16%	/	/	1%	-3%	5%	25%	i	0.9	3.8%	-6.9%
Cc1cc(C(=O)N/N=C/c2cccnc2)n[nH]1	-2%	/	/	7%	5%	-5%	2%	i	0.3	0.5%	/
CC1(c2cnc(Nc3ccccc3)s2)CCC(=O)O1 (centres undefined)	-10%	0	718	1%	-7%	4%	-9%	i	0.7	0.5%	-8.2%
COc1ccc(-n2c(=O)c3ccccc3n(CC(=O)c3ccccc3)c2=O)cc1OC	2%	6	742	2%	-2%	-6%	12%	i	0.4	0.1%	-0.9%
COc1ccc(CCNc2cn[nH]c(=O)c2Cl)cc1OC	6%	0	627	0%	-7%	-3%	10%	i	0.0	-0.2%	-2.4%
COC(=O)c1ccc(NC(=S)NC2CCc3ccccc32)cc1 (centres undefined)	-13%	1	616	-4%	-9%	-2%	3%	i	0.3	-0.3%	-19%
N#C/C(=C/c1ccncc1)c1nc2ccccc2s1	?	7	687	0%	/	-4%	-14%	i	0.1	23%	14%
CC(Oc1ccc(F)cc1Br)c1nc2ccccc2c(=O)[nH]1 (centres undefined)	10%	11	818	-1%	-11%	-3%	-9%	i	0.4	-0.4%	/
COc1ccccc1N(CCC#N)C(=O)CSc1ccc2c(c1)OCCO2	0%	/	/	4%	3%	1%	-21%	i	0.6	-0.3%	-3.5%
CCOC(=O)CSc1n[nH]c(NC(=O)c2ccc(F)cc2)n1	-1%	/	/	0%	-5%	-3%	22%	i	9.5	-2.8%	-1.1%
Oc1nc(Nc2ccc(Cl)cc2Cl)sc1/C=C1\C=Nc2ccccc21	-4%	0	658	-14%	-8%	2%	/	i	1.3	15%	-9.1%
O=C(Nc1cccc2ccccc12)NC1CCS(=O)(=O)C1 (centres undefined)	6%	3	737	9%	-4%	-6%	8%	i	0.1	-1.2%	-9.1%
Cc1cc(C)c(NS(=O)(=O)c2cccc3cccnc23)c(C)c1	1%	-2	702	6%	/	-4%	7%	i	0.5	0.6%	-5.4%
CC(C)(C)NC(=S)NNC(=O)c1ccccc1Cl	-15%	1	669	-6%	-4%	-7%	18%	i	0.4	0.8%	2.9%
O=C(CSc1nc(-c2ccccc2)cs1)Nc1nccs1	7%	29	802	3%	-9%	-3%	12%	i	0.9	-1.8%	-14%
O=C(CCS(=O)(=O)c1ccc(Br)cc1)N1CCN(c2ccc(F)cc2)CC1	13%	-18	719	27%	-3%	-10%	24%	i	1.1	-1.7%	/
COC(=O)c1c(C)[nH]c(C(=O)CSc2ccc(Cl)cc2)c1C	-7%	-20	766	1%	-11%	-5%	-97%	i	0.5	0.4%	0.6%
CC(=O)N/N=C(\C)CC(=O)Nc1cccc(C(F)(F)F)c1	-5%	3	778	-2%	-5%	-7%	11%	i	0.6	3.8%	-6.8%
Fc1ccccc1N=C1NN=C(c2ccccc2)CS1	-4%	13	667	2%	2%	-5%	-88%	i	0.6	1.9%	-3.0%

Entries from the list above with a CF3 group, in the order listed:
SMILES	AID2073	Hep lipid drop	Hep lipid drop cells 6.5 µM	Siah-1 displacement	Dengue-2 NS5 capping	LYP inhibition	HEK293 NOD2/NF-kB	Myeloid diff 2	Myeloid diff 2 GFP+ MAC1+ %	HIV fusion peptide	XIAP antagonists	others
O=C(COC(=O)c1ccccc1S(=O)(=O)N1CCCCC1)NCC(F)(F)F	-14%	-8	738	1%	3%	1%	5%	i	1.1	-0.2%	-6.9%
CC(=O)N/N=C(\C)CC(=O)Nc1cccc(C(F)(F)F)c1	-5%	3	778	-2%	-5%	-7%	11%	i	0.6	3.8%	-6.8%
